# Efflux pump mplx: inhibitors of Candida antifungal efflux pumps expressed in yeast | S. cerevisiae Candida pump triplex, Nile Red efflux | inhibition, % at 10 µM | 330,000 compounds, 0.44% hits | AID 485275;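 active = plate passing quality check with inhibition over a set limit, or well fluorescence over plate mean plus 4 SD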;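 also: Nile Red retained in pooled yeast measured as flow cytometry median fluorescence; 0% = buffer negative control and 100% = Enniatin B positive control; higher means more Nile Red kept so more efflux inhibition; some compounds called inactive have numbers as strong as hits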
# Yeast superoxide: lowers age-related superoxide in aged yeast cells. S. cerevisiae aged cells, superoxide DHE fluorescence; active compounds read low. superoxide response (% of plate mean), % at 10 µM. 330,000 compounds, 0.18% hits;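 active = superoxide response under a set limit, about three screen SD below normal, cut at about 65% in these data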;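 also: yeast aged for seven days with compound at 30 °C before DHE staining; 100% = average MFI of all compound-treated wells on the plate with controls excluded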
# LAP4-GFP MLPCN: yeast TOR pathway LAP4-GFP modulation; S. cerevisiae LAP4-GFP multiplex, flow cytometry GFP, 3 h; median GFP as percent of DMSO wells; GFP response vs DMSO, % at 10 µM; 320,000 compounds, 0.34% hits; AID 2023;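 active = GFP response vs DMSO above a set limit, about the screen mean plus 3 SD, cut at about 150% in these data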
# RPL19A-GFP yeast: yeast TOR pathway RPL19A-GFP modulation | S. cerevisiae RPL19A-GFP strain, flow cytometry, 3 h; active compounds read low | percent response vs DMSO, % at 10 µM | 330,000 compounds, 0.3% hits | AID 2025;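 active = percent response vs DMSO below 50%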;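 also: median channel GFP fluorescence of the barcoded RPL19A-GFP strain; ratio of sample median GFP to plate DMSO average so 100% = DMSO; lower means less RPL19A-GFP as with rapamycin TOR inhibition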
# AGP1-GFP MLPCN: yeast TOR pathway AGP1-GFP modulation; S. cerevisiae AGP1-GFP multiplex flow cytometry, 3 h; GFP as percent of DMSO wells; GFP response vs DMSO, % at 10 µM; 320,000 compounds, 0.02% hits;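 active = GFP response relative to DMSO above a set limit, near screen average plus 3 SD, cut at about 150% in these data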;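 also: median GFP channel fluorescence of the gated AGP1 strain per well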
# AHR act: human AHR activation. activation, % at 5 µM. 320,000 compounds, 2.5% hits. AHR-responsive luciferase reporter cells, luminescence. P35869; in the data active = activation above about 47%;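 also: 0% = vehicle wells and 100% = reference agonist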
# Target sequence (P35869 whole entry, looked up): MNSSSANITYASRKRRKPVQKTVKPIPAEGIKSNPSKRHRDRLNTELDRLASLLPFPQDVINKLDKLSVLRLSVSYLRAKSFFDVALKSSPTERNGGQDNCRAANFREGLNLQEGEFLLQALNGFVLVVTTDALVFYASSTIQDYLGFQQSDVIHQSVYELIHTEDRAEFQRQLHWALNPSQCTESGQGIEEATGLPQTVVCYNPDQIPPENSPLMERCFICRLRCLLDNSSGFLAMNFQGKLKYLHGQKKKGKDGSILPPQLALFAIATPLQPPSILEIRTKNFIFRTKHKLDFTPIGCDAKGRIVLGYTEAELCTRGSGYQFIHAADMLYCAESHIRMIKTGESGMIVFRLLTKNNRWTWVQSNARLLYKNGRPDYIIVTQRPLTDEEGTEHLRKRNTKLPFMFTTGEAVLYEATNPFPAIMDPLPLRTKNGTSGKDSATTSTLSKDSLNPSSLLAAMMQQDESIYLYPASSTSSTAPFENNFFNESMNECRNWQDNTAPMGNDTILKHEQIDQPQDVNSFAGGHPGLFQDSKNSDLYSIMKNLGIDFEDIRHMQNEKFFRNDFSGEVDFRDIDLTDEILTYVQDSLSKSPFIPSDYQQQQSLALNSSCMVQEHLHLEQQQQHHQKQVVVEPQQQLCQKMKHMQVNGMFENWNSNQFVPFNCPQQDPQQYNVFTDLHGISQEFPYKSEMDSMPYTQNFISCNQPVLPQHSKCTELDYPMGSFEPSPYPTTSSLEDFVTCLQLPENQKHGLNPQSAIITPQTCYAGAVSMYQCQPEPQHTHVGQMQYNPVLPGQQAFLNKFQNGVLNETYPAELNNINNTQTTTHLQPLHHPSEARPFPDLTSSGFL
# MEP2-GFP yeast: modulators of TOR pathway MEP2-GFP in S. cerevisiae; 330,000 compounds, 0.51% hits; AID 2016; S. cerevisiae MEP2-GFP strain, flow cytometry GFP, 3 h; 100% = DMSO control level; GFP response vs DMSO, % at 10 µM;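 active = GFP response versus DMSO above a set limit, roughly screen mean plus 3 SD, cut at about 180% in these data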;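 also: median GFP fluorescence of the barcode-gated MEP2-GFP cells per well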
# CIT2 TOR yeast: alters CIT2-GFP fluorescence in TOR pathway yeast screen. S. cerevisiae CIT2-GFP strain, flow cytometry, 3 h; 100 means same as DMSO wells. GFP response vs DMSO, % at 10 µM. 320,000 compounds, 0.065% hits. AID 2029;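 active = GFP response relative to DMSO above a set limit, near the screen mean plus 3 SD, cut at about 150% in these data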;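 also: ratio of well median GFP fluorescence to mean of DMSO wells on the plate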
# An asterisk follows results filed as active; / = not tested or not shown.
# Under each structure: Efflux pump mplx	Yeast superoxide	LAP4-GFP MLPCN	RPL19A-GFP yeast	AGP1-GFP MLPCN	AHR act	MEP2-GFP yeast	CIT2 TOR yeast
1) O=C(NC1CCCCC1)N1C[C@H]2C[C@@H](C1)c1cccc(=O)n1C2
 : 0.1	100	94	108	105	3	106	106
2) COc1ccc(CCN(C)Cc2ccncc2)cc1OC
 : 0.1	81	104	97	99	0	101	102
3) O=c1[nH]c(=O)n(-c2ccccc2F)c(O)c1/C=C1\C=Nc2ccccc21
 : 0.2	100	98	99	109	13	115	90
4) FC(F)(F)c1ccc2c(c1)N(CCCN1CCN(CCCl)CC1)c1ccccc1S2
 : 0.1	117	99	100	105	3	99	96
5) CCC(=O)c1ccc(OC(=O)N(C)c2ccccc2)cc1
 : -0.1	92	101	92	99	0	96	96
6) COc1ccc(-n2c(CN3CCOCC3)nc3ccccc3c2=O)c(OC)c1
 : 0.1	97	82	96	92	1	100	98
7) Cc1ccsc1CNCCc1ccc(F)cc1
 : 0.0	97	85	105	109	-1	103	114
8) C=CC[N+]1(C)C2CCC1CC(O)C2 (stereo not drawn)
 : -0.2	85	95	89	90	0	97	91
9) COc1ccccc1CCNC1CCC(C(C)(C)C)CC1 (stereo not drawn)
 : 0.6	99	100	98	103	7	104	101
10) O=C(O)Cn1cc(/C=C2\C(=O)NC(=O)N(c3ccc(Cl)cc3)C2=O)c2ccccc21
 : 0.2	94	91	104	100	19	102	107
11) Cc1c(N=Cc2c(O)n(CCc3ccccc3)c(=O)[nH]c2=O)c(=O)n(-c2ccccc2)n1C
 : 0.1	110	94	87	90	-1	89	86
12) CCCCn1c(C)c(C(=O)OCC)c2c(CN3CCCC3)c(O)ccc21
 : -0.1	88	105	104	109	14	107	106
13) COC(=O)C1=C(c2ccccc2)C[C@@H]2CC[C@H]1N2C(=O)N1CCCC1
 : -0.2	100	113	106	111	-3	118	107
14) COc1ccccc1CC1/C(=N/O)C2CCN1CC2 (stereo not drawn)
 : 0.1	97	103	99	99	1	100	97
15) CCOP(=O)(OCC)c1cccc(OP(=O)(c2cccc([N+](=O)[O-])c2)c2cccc([N+](=O)[O-])c2)c1
 : -0.1	120	117	101	115	-4	95	109
16) Cc1ccc(N=C(N(C)C)P(=O)(N(C)C)N(C)C)cc1
 : 0.1	95	105	98	99	1	99	96
17) CCC1=CCN(CCc2c(C)[nH]c3ccccc23)CC1
 : -0.1	81	101	93	96	2	100	98
18) NCCc1ccc(OCc2ccccc2)c(OCc2ccccc2)c1
 : 0.1	95	113	96	105	22	106	84
19) Cn1c(C(=O)N2CCC(C(=O)N3CCC4(CC3)OCCO4)CC2)cc2sccc21
 : 0.0	104	96	99	106	-2	104	97
20) O=C(O)c1nonc1-c1nonc1C(=O)O
 : 0.1	100	81	77	81	0	77	/
21) CCN(CC)CCN=Cc1c(O)n(C2CCCCCC2)c(=O)[nH]c1=O
 : -0.1	85	91	90	95	0	89	105
22) Cc1oc(-c2ccccc2Cl)nc1CN1C(=O)CN=C(c2ccccc2)c2ccccc21
 : 0.2	95	99	97	92	-5	102	93
23) CC(=O)N1CCN(c2ccc([N+](=O)[O-])cc2C=C2C(=O)NC(=O)NC2=O)CC1
 : -0.1	90	106	107	102	-3	108	101
24) Cc1cc(C=O)c(C)n1C(C)C
 : 0.0	112	104	104	103	6	97	93
25) CC[C@H]1CN2CC[C@@]3(C(=O)Nc4ccccc43)[C@@H]2C[C@@H]1/C(=C\OC)C(=O)OC
 : 0.2	115	104	99	101	-1	96	98
26) Cc1ccc(C2=NN(CCC(=O)N3CCC4(CC3)OCCO4)C(=O)CC2)cc1
 : -0.1	96	109	103	116	6	107	96
27) CN/C=C(/Cl)P(=O)(OC(C)C)OC(C)C
 : -0.1	98	99	100	105	3	100	102
28) O=P1(Oc2ccccc2)CC=C[C@H](COCc2ccccc2)O1 (stereo partly drawn)
 : 0.0	94	128	94	86	-1	100	93
29) COCCOC(=O)C1=C(C)OC(N)=C(C(=O)OC)C12C(=O)Nc1ccccc12 (stereo not drawn)
 : 0.1	106	92	96	/	27	95	92
30) Cc1nc2ccc(P(=O)(O)O)cc2s1
 : -0.1	92	100	101	103	-2	104	103
31) O=C(COc1ccc(S(=O)(=O)N2CCCCC2)cc1)N1CCN(Cc2ccccc2)CC1
 : 0.0	100	104	106	109	1	108	105
32) O=C1NC(=O)C(=Cc2ccsc2)C(=O)N1
 : 0.0	91	100	99	107	0	100	111
33) Cc1cccc(OP(N)(=O)Oc2cccc(C)c2C)c1C
 : 0.0	91	103	101	100	2	105	101
34) C#C[C@@]1(O)CCC2C3CCC4=C/C(=N/OCC(=O)NC(CCC(N)=O)C(=O)O)CC[C@]4(C)C3CC[C@@]21C (stereo partly drawn)
 : 0.3	91	113	97	98	0	105	88
35) CC1CCN(C(=O)CCl)CC1
 : -0.1	86	93	106	102	-3	107	100
36) Cc1ccc(C2SCC(=O)Nc3c2c(=O)[nH]n3C2CCOC(C)(C)C2)cc1 (stereo not drawn)
 : 0.0	106	99	102	105	0	105	103
37) COc1cccc(CNCCc2ccc(F)cc2)c1
 : 0.0	102	89	102	98	2	101	100
38) COC(=O)C1=C(c2c(C)noc2C)C[C@@H]2CC[C@H]1N2C(=O)N1CCC(C)CC1
 : 0.0	91	98	95	97	0	95	98
39) CCN1CCN(c2cn[nH]c(=O)c2Cl)CC1
 : -0.1	102	108	101	100	-1	100	98
40) Cn1nc(N)c2c1N=P(N1CCOCC1)(N1CCOCC1)N=C2c1ccccc1
 : -0.1	106	92	95	94	3	99	97
41) C=CCn1c(O)c(C(CC)=NCC2CCCO2)c(=O)[nH]c1=O (stereo not drawn)
 : -0.1	89	103	95	101	4	100	96
42) COC(=O)C1=C(c2ccc3ccccc3c2)C[C@@H]2CC[C@H]1N2C(=O)NC(C)C
 : 0.1	91	99	96	100	0	94	98
43) COC(=O)c1ccc(C(C(=O)NC2CCCCC2)N(CCN2CCOCC2)C(=O)Cc2cccs2)cc1 (stereo not drawn)
 : 0.1	107	101	95	98	1	97	94
44) O=C(NC(=S)N1C[C@H]2C[C@H](C1)c1cccc(=O)n1C2)c1ccc(Cl)cc1
 : -0.2	90	106	104	111	0	114	114
45) Cc1ccccc1O
 : -0.1	91	94	98	102	1	100	103
46) COC(=O)[C@@]1(C#N)[C@@H]2C=CC(C(C)=O)=CN2[C@@H](C(N)=O)[C@@H]1c1ccc(F)cc1
 : -0.1	97	109	96	103	13	98	99
47) C=CCn1c(O)c(C(C)=NCCN2CCCCC2)c(=O)[nH]c1=O
 : -0.1	101	92	98	102	-1	92	105
48) CC[C@H](OC(C)=O)C(C[C@H](C)N(C)C)(c1ccccc1)c1ccccc1
 : -0.1	91	110	101	99	0	104	101
49) C[N+]1(C)C2CCC1CC(OC(=O)c1ccco1)C2 (stereo not drawn)
 : 0.0	103	104	96	106	3	97	105
50) CCCC1=C(C(=O)OCC)C2(C(=O)Nc3ccc(C)cc32)C(C#N)=C(N)O1 (stereo not drawn)
 : 0.4	122	94	104	102	7	99	100
51) O=[N+]([O-])c1ccc(NCc2ccccc2)c2nonc12
 : 0.1	111	106	98	110	2	96	101
52) O=C(C(=O)N1CCOCC1)c1cn(Cc2ccccc2F)c2ccccc12
 : 0.1	96	98	109	105	-1	100	101
53) O=C(Cn1cnc2sc3c(c2c1=O)CCCC3)NCCCC(=O)N1CCC2(CC1)OCCO2
 : 0.0	88	99	99	101	0	100	103
54) Fc1ccc(C2N3CCCN23)cc1 (stereo not drawn)
 : -0.1	88	120	97	126	0	100	110
55) CCOc1cc(CNC(C)C(O)c2ccccc2)cc(Cl)c1OCC (stereo not drawn)
 : 0.6	104	82	100	87	4	104	96
56) Cc1cccc2c(CCN)c[nH]c12
 : -0.2	94	105	101	106	6	105	100
57) COc1ccc(CCNCc2c(OC)ccc3ccccc23)cc1
 : -2.8	102	97	106	100	4	97	105
58) CN1CC(C(=O)c2ccccc2)C(C(=O)c2ccccc2)C1 (stereo not drawn)
 : -0.2	99	90	104	101	22	118	105
59) Cc1ccc(-n2c(O)c(C=NCCC3=CCCCC3)c(=O)[nH]c2=O)cc1
 : 0.1	95	97	99	96	-4	99	96
60) CCC1(CC)C(=N)N(C)C(=O)NC1=O
 : 0.4	102	94	105	99	-3	105	98

# Next section, overlapping the part above by 3 compounds.
# Under each structure: Efflux pump mplx	Yeast superoxide	LAP4-GFP MLPCN	RPL19A-GFP yeast	AGP1-GFP MLPCN	AHR act	MEP2-GFP yeast	CIT2 TOR yeast
58) CN1CC(C(=O)c2ccccc2)C(C(=O)c2ccccc2)C1 (stereo not drawn)
 : -0.2	99	90	104	101	22	118	105
59) Cc1ccc(-n2c(O)c(C=NCCC3=CCCCC3)c(=O)[nH]c2=O)cc1
 : 0.1	95	97	99	96	-4	99	96
60) CCC1(CC)C(=N)N(C)C(=O)NC1=O
 : 0.4	102	94	105	99	-3	105	98
61) Nc1cnn(-c2ccccc2)c(=O)c1Cl
 : -0.1	99	94	103	97	7	106	97
62) O=C1NC(=O)N(CCNc2ncc(C(F)(F)F)cc2Cl)C(=O)C1/C=N/OCc1c(F)cccc1Cl (stereo not drawn)
 : 0.0	91	99	95	92	-1	93	90
63) COc1cc(C(O)CN)ccc1O (stereo not drawn)
 : -0.1	109	106	104	99	-3	103	99
64) CCn1nc(-c2ccccc2)nc2c(=O)n(C)c(=O)nc1-2
 : -0.1	229	229*	126	111	-3	122	61
65) COC(=O)C1=C(c2cccc(OCc3ccccc3)c2)C[C@@H]2CC[C@H]1N2C(=O)NCCCc1ccccc1
 : -0.1	95	100	99	100	0	85	105
66) Cc1ccc2nc3c(cc2c1)CC1(C(=O)N(C)C(=O)N(C)C1=O)C1CCCCN31 (stereo not drawn)
 : -0.2	107	104	102	109	85*	118	102
67) Cc1nc2c(c(C)nn2-c2ccccc2)c(C)c1CCC(=O)N1CCC2(CC1)OCCO2
 : -0.1	91	90	91	89	1	93	91
68) O=C(O)CCn1cc(C=C2C(=O)NC(=S)NC2=O)c(-c2cccc(Br)c2)n1
 : 0.1	110	96	99	94	0	101	96
69) CCn1c(C)c(C(=O)NCCc2ccccc2)c2cc(OC)ccc21
 : 0.0	101	101	103	93	/	106	95
70) CC(C)(C)N1Cc2ccccc2C1=N
 : 0.5	129	98	95	97	15	98	93
71) Cc1[nH]n(-c2ccccc2)c(=O)c1C(c1ccc([N+](=O)[O-])cc1)c1c(C)[nH]n(-c2ccccc2)c1=O
 : 0.1	123	94	109	104	10	106	103
72) OC[C@H]1O[C@@H](n2cnc3cc(Cl)c(Cl)cc32)[C@H](O)[C@@H]1O
 : 0.0	89	119	95	86	13	94	91
73) Cc1ccc(C(=O)NC(O)C(Cl)(Cl)Cl)cc1 (stereo not drawn)
 : 0.0	92	85	98	100	3	95	96
74) CCOP1(=S)Oc2cc3c(cc2C(C(=O)OC)(C(F)(F)F)O1)OCO3 (stereo not drawn)
 : 0.1	99	88	91	101	0	97	98
75) CC(=O)OC1N=C(c2ccccc2)c2ccccc2NC1=O (stereo not drawn)
 : -0.1	98	96	98	100	0	97	101
76) Cc1noc(C)c1C(=O)N1CCC2(CC1)OCCO2
 : 0.6	103	98	99	99	1	93	98
77) C[n+]1ccc(-c2ccncc2)cc1
 : 0.1	136	91	99	101	-2	102	103
78) CCC(=O)CC(c1ccc([N+](=O)[O-])cc1)c1c(O)c2ccccc2oc1=O (stereo not drawn)
 : -0.1	103	103	97	97	1	100	105
79) O=C(O)c1ccc(NC(=O)N2C[C@H]3C[C@@H](C2)c2cccc(=O)n2C3)cc1
 : 0.2	114	102	100	104	1	107	99
80) Cc1ccccc1C(O)(Cc1ccccc1)C1CN2CCC1CC2 (stereo not drawn)
 : 0.3	108	108	101	103	0	100	97
81) CCCNS(=O)(=O)c1ccc(OCC(=O)N2CCN(C)CC2)cc1
 : -0.2	91	78	120	89	0	97	85

# These rows are one share of the data; the hit share may differ from the screen's.
